TIM10 inh: growth inhibitors of isogenic TIM10 control yeast, primary screen, counter-screen for tim10-1 yeast inhibitor project, luminescence, uHTS. AID 463195, 2010. S. cerevisiae TIM10 strain growth, BacTiter-Glo luminescence, 24 h. inhibition, % at 10 µM. 1.4% of 330,000 active;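 active = inhibition of 40% or more at the single tested concentration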;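 note: wild-type TIM10 isogenic control strain grown at permissive 25 °C; 0% = DMSO yeast wells and 100% = minimal medium wells without yeast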
NALP3 yeast inh: NALP3 inflammasome inhibitors in reconstituted yeast, primary screen, luminescence, uHTS; Yeast reconstituted NLRP3/ASC/caspase-1, beta-gal luminescence, 24 h; AID 2825, 2010; inhibition, % at 10 µM; 0.39% of 330,000 active;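 active = inhibition of 50% or more; inactive = inhibition below 50%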;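 note: plate controls were induced DMSO wells for no effect and uninduced yeast grown without galactose for full effect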
hIAP inh: human IAP inhibitors, primary screen, biochemical, luminescence, uHTS | Intestinal-type alkaline phosphatase (Homo sapiens), P09923 | purified IAP, CDP-Star luminescence, 30 min | inhibition, % at 10 µM | 0.12% of 330,000 active | AID 2544, 2010;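 active = inhibition reaching a set limit with compound at 10 µM in the primary screen, cut at about 35% in these data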;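 note: plate controls were DMSO wells with enzyme for no effect and no-enzyme buffer wells for full effect; values of inactives mirror those of a sister screen read the other way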
Target sequence (P09923 whole entry, looked up): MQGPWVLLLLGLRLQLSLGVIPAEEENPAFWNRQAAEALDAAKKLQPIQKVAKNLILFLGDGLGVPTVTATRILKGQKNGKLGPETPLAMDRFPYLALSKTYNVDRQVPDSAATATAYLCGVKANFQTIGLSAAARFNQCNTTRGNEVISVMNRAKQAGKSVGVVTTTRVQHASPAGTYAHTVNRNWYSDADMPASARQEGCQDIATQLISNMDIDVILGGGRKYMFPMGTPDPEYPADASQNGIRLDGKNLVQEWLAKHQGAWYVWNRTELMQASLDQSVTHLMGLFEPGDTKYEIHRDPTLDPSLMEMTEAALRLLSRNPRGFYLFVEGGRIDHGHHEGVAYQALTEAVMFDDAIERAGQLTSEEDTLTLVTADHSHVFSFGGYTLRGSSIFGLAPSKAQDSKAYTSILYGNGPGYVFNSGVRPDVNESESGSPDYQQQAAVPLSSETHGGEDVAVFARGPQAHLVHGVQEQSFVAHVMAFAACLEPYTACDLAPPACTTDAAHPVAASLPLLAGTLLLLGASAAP
beta cell repl: inducers of MIN6 beta-cell proliferation, primary screen, ATP luminescence, uHTS; MIN6 cells proliferation, ATPlite luminescence, 48 h; cells starved in 0.2% serum; 100% = growth in 10% serum; proliferation, % at 10 µM; 0.29% of 330,000 active; AID 2380, 2010;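 active = compounds whose signal lies at least 3.5 SD above the mean of all wells on their plate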;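 note: 0% = DMSO-treated cells in low-serum medium and 100% = 10% serum control; some compounds called inactive have numbers as strong as hits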
A3A deaminase: APOBEC3A ssDNA deaminase inhibitors, primary screen, selectivity assay for APOBEC3G inhibitor project, biochemical, FAM/TAMRA oligo cleavage fluorescence; DNA dC->dU-editing enzyme APOBEC-3A (Homo sapiens), P31941; recombinant A3A, FAM/TAMRA ssDNA deamination fluorescence; inhibition, % at 20 µM; 0.41% of 330,000 active; AID 493011, 2011;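 active = at least 40% inhibition at 20 µM here, with at most 30% in a related deaminase screen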;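 note: plate controls were A3A with DMSO for no effect and wells lacking A3A enzyme for full effect; some results filed as inactive read as strong as hits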
Target sequence (P31941 whole entry, looked up): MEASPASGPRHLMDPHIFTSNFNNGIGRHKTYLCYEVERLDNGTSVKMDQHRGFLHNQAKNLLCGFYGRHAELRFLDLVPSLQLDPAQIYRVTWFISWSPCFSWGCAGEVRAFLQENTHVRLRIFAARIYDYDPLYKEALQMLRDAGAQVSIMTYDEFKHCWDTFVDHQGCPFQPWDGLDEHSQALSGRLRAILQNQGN
mIAP activ: activators of mouse IAP, primary screen, biochemical, luminescence, uHTS; 0.24% of 330,000 active; intestinal alkaline phosphatase [Mus musculus]; activation factor at 10 µM; muIAP, CDP-Star luminescence, 30 min; stronger effect = higher value; 1 = vehicle-only enzyme signal, 0 = enzyme-free wells;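 active = activation factor of at least 2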; note: the source names both 10 and 20 µM as test concentration; values of inactives mirror those of a sister screen read the other way
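Assay system: mouse IAP enzyme; reagent: chemiluminescent substrate CDP-Star; dosing: test compounds delivered from DMSO solution; schedule: 30 min at room temperature; measured by: luminescence from enzymatic CDP-Star hydrolysis; controls: DMSO-only wells and no-enzyme negative control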
mIAP inh: inhibitors of mouse IAP, primary screen, biochemical, luminescence, uHTS | intestinal alkaline phosphatase [Mus musculus] | purified mouse IAP, CDP-Star luminescence, 30 min | inhibition, % at 10 µM | 0.2% of 330,000 active | AID 2806, 2010;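 active = inhibition of at least 40% at 10 µM in the primary screen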;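 note: plate controls were DMSO with enzyme for no effect and no enzyme wells for full effect; values of inactives mirror those of a sister screen read the other way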
A3G deaminase: APOBEC3G DNA deaminase inhibitors, primary screen, biochemical, fluorescence, single-stranded DNA substrate, uHTS | recombinant A3G, ssDNA deamination FAM/TAMRA fluorescence | inhibition, % at 20 µM | 0.28% of 330,000 active;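 active = inhibition of at least 40% at 20 µM, with no more than 30% in the related APOBEC3A deaminase screen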;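 note: plate controls were DMSO wells with A3G for no effect and wells lacking A3G enzyme for full effect; some compounds called inactive have numbers as strong as hits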
tim10-1 inh: growth inhibitors of tim10-1 mutant yeast, primary screen, luminescence, uHTS | inhibition, % at 20 µM | S. cerevisiae tim10-1 ts strain growth, BacTiter-Glo, 24 h | AID 463190, 2010 | 2.2% of 330,000 active;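 active = inhibition of at least 40%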;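 note: mutant grown at 25 °C; 0% = DMSO wells with yeast and 100% = wells holding no yeast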
Numbers without * were called inactive.

SMILES | TIM10 inh | NALP3 yeast inh | hIAP inh | beta cell repl | A3A deaminase | mIAP activ | mIAP inh | A3G deaminase | tim10-1 inh
COc1ccc(C(C(=O)NC2CCCC2)N(Cc2cccnc2)C(=O)c2snc(C(N)=O)c2N)cc1 (stereo not drawn) | 1 | 14 | 11 | -1 | -2 | 1 | -4 | -7 | -10
CCCCCCC(C)OC(=O)c1ccccc1C(=O)O (stereo not drawn) | 5 | 14 | 2 | -2 | -5 | 1.1 | -6 | -10 | -2
CCc1ccccc1NC(=O)C1CCCN1C(=O)NCc1ccccc1 (stereo not drawn) | -11 | 15 | 4 | 3 | -1 | 1 | -2 | -5 | 7
CC(=O)N1CCOc2ccc(S(=O)(=O)N3CCN(c4cccc(C(F)(F)F)c4)CC3)cc21 | 6 | 3 | 7 | -4 | -5 | 0.9 | 10 | -6 | 38
O=C(OCc1nc2ccccc2s1)c1cccs1 | -12 | 28 | -20 | -3 | 1 | 1 | -4 | -5 | 21
COC(=O)c1cc(C(=O)OC)n(Cc2ccc(F)cc2)c1C | -5 | 10 | -4 | 0 | -1 | 1 | -3 | -13 | 10
Cc1ccccc1OCC(O)Cn1c(Br)nc2c1c(=O)[nH]c(=O)n2C (stereo not drawn) | 7 | 15 | 0 | -1 | -4 | 0.96 | 4 | -8 | -8
COc1ccccc1NC(=O)Cn1cnc2c(nnn2-c2ccc(C)cc2)c1=O | 7 | 5 | -3 | 3 | -1 | 0.9 | 10 | -12 | 7
Cc1c(CC=C(Cl)Cl)c(=O)[nH]c2c(C)cccc12 | 0 | 21 | 15 | -2 | -2 | 1.1 | -6 | -3 | 4
CCCC(=O)N(Cc1cc(=O)[nH]c2ccccc12)c1ccccc1 | -9 | 0 | -24 | -1 | -2 | 1 | -2 | -8 | 18
COc1ccc2nc(C)cc(N/N=C/c3ccc(F)cc3)c2c1 | -16 | 30 | -27 | -4 | 10 | 0.91 | 10 | -4 | -10
CC(CC(=O)NC1CCCCC1)S(=O)(=O)c1ccc2c(c1)CCN2C(=O)C1CC1 (stereo not drawn) | -1 | -1 | -16 | 2 | 0 | 1.1 | -7 | 1 | -11
O=C(CCNS(=O)(=O)c1ccc(Br)cc1)NCc1ccc(F)cc1 | -7 | 19 | 12 | 1 | -2 | 1.1 | -11 | -2 | 1
O=C(c1ccccc1)N1CCN(C(=O)c2ccc3c(c2)OCO3)CC1 | 5 | 22 | 10 | 1 | -5 | 1 | -5 | -6 | 8
CCCCN(Cc1ccccc1)S(=O)(=O)c1cc(Br)cc2c1N(C(C)=O)C(C)C2 (stereo not drawn) | 33 | 22 | 10 | -4 | -2 | 0.92 | 8 | -7 | 23
CCC1(c2ccccc2)NC(=O)N(CC(=O)N(C)CC(=O)Nc2c(C)cccc2C)C1=O (stereo not drawn) | -2 | 12 | 20 | -1 | 4 | 1 | -3 | -1 | 4
COc1ccc2oc(C(=O)OCC(=O)Nc3cc(S(=O)(=O)N4CCOCC4)ccc3C)c(C)c2c1 | 4 | 10 | -2 | 2 | 14 | 0.94 | 6 | -6 | 12
CCC1(C)NC(=O)N(/N=C/c2ccc(C)s2)C1=O (stereo not drawn) | -18 | -11 | -11 | 0 | -2 | 1 | -3 | -6 | 12
COC(=O)Cn1c(SCc2ccccc2)nc2ccccc21 | -15 | 10 | -6 | -1 | 1 | 1.1 | -11 | -5 | 19
CCSc1nc2c(c(=O)[nH]1)C(c1ccncc1)C(C(=O)OC)=C(C)N2 (stereo not drawn) | 2 | 3 | 11 | -2 | -3 | 0.93 | 7 | -5 | 5
Cc1ccc(C(=O)NCC(=O)OC(C)C(=O)NC2CCCCC2C)cc1C (stereo not drawn) | 8 | 8 | 0 | 2 | -1 | 0.94 | 6 | -8 | -4
COc1ccc(OCC(=O)N(Cc2sccc2C)C2CCS(=O)(=O)C2)cc1 (stereo not drawn) | 0 | -8 | 18 | 4 | -3 | 0.99 | 1 | -8 | 12
Cc1cc2oc(C(=O)NCc3ccc(S(N)(=O)=O)cc3)c(C)c2cc1C | -2 | 12 | -3 | -4 | -3 | 0.96 | 4 | -5 | 5
COc1cnc(SC)nc1Nc1ccc(C#N)cc1 | 30 | 44 | -4 | 2 | -6 | 0.94 | 6 | -7 | 19
CCCN(CCC)C(=O)Cc1ccc(F)cc1 | -4 | -1 | 5 | -4 | -1 | 1 | 0 | -4 | 2
NS(=O)(=O)c1cc2c(cc1C(F)(F)F)NCNS2(=O)=O | 7 | 8 | -11 | -3 | 0 | 0.99 | 1 | -4 | -16
O=C(NCc1ccc2c(c1)OCO2)c1ccc(Br)cc1 | -71 | 25 | -20 | 0 | -4 | 1 | 0 | -4 | -21
CCOC(=O)C1=C(C)N=c2s/c(=C/c3ccco3)c(=O)n2C1c1cccc(OC)c1 (stereo not drawn) | 28 | 33 | 13 | -6 | 14 | 0.64 | 36 | 2 | 12
CC1(C)Cc2ccccc2-c2nc(CN3CCOCC3)[nH]c(=O)c21 | -11 | 7 | 8 | 2 | -2 | 1 | 0 | -5 | 27
Cc1cccc(C(=O)NCC(=O)OCc2nnc(-c3ccccc3)o2)c1 | 0 | 30 | 6 | 2 | 5 | 0.92 | 8 | -1 | -11
COc1ccc(CCNC(=O)CSCc2ccc(C)cc2)cc1OC | -6 | 8 | 19 | -2 | -5 | 0.88 | 12 | -8 | 2
Cc1ccc(N2CC(O)Cn3c2nc2c3c(=O)[nH]c(=O)n2C)cc1 (stereo not drawn) | 7 | 23 | -21 | -3 | -7 | 0.83 | 17 | -5 | 10
COc1ccc(C2c3ccc(O)cc3Oc3ncn(CCN4CCOCC4)c(=N)c32)cc1OC (stereo not drawn) | -1 | 4 | -6 | -1 | 2 | 0.98 | 2 | -1 | -3
COCCn1c(-c2ccc(Cl)cc2)nc2oc3cc(OC)ccc3c(=O)c2c1=O | 18 | -3 | -10 | 5 | -8 | 0.96 | 4 | -4 | 18
O=C(C1COc2ccccc2O1)N1CCc2ccccc2C1 (stereo not drawn) | -19 | 15 | 22 | 1 | 2 | 1 | -2 | -4 | 17
CCn1cc(CN(C)C(=O)CSc2nc(-c3ccco3)cc(C(F)(F)F)n2)c(C)n1 | 0 | 5 | -1 | -2 | -2 | 0.95 | 5 | -8 | -17
CCN1C(=O)[C@H]2[C@@H](c3ccc(-c4ccc(Cl)c(Cl)c4)cc3)N[C@@](C)(C(=O)OC)[C@H]2C1=O | 24 | 16 | 5 | -5 | -3 | 0.93 | 7 | -6 | 12
CCC(CC)C(=O)Nc1cc(C(=O)OC)ccc1C(=O)OC | -18 | 24 | 15 | 0 | 1 | 1 | -2 | -2 | 4
CC(C)CC(c1nnnn1C(C)C)N1CCN(c2cccc(Cl)c2)CC1 (stereo not drawn) | 28 | 18 | -31 | -1 | -6 | 0.97 | 3 | -9 | 6
O=C(N/N=C/c1cc([N+](=O)[O-])ccc1O)/C(=C\c1cccs1)NC(=O)c1ccccc1 | 2 | 7 | -6 | -4 | -2 | 0.67 | 33 | -6 | 28
CCOC(=O)C1CCN(S(=O)(=O)c2ccc(OCC(=O)OC)cc2)CC1 | 15 | 10 | -3 | -2 | 0 | 1.1 | -7 | -1 | 8
COc1ccccc1CNC(=O)COc1ccccc1C(=O)c1cnn(-c2ccccc2)c1 | 17 | 24 | 19 | -7 | -3 | 1 | -1 | -1 | 19
CCCCn1c(CCC(=O)O)nc2cc(S(=O)(=O)N(CC)CC)ccc21 | 8 | -2 | -1 | -2 | 3 | 1 | -3 | -4 | -15
COc1ccc(OC)c(N=Cc2c(O)c3ccccc3oc2=O)c1 | 1 | -4 | -14 | -4 | -2 | 1 | -5 | -1 | 16
COc1ccc(NC(=S)NC(=O)/C=C/c2ccco2)c(OC)c1 | 1 | 29 | 11 | 4 | -5 | 0.91 | 9 | -3 | -3
CN(Cc1cccc(Cl)c1Cl)C(=O)c1cccc(S(=O)(=O)N2CCN(Cc3ccccc3)CC2)c1 | 19 | 29 | 0 | -7 | 14 | 0.99 | 1 | -3 | 14
O=c1[nH]c(C2CCN(S(=O)(=O)c3cccc([N+](=O)[O-])c3)CC2)nc2c1nnn2Cc1ccccc1 | 11 | -9 | 12 | 0 | 0 | 0.86 | 14 | -8 | -2
Cc1cc(OC(C)C(=O)NCc2cccnc2)c2c(C)c(C)c(=O)oc2c1 (stereo not drawn) | -6 | -4 | 0 | 6 | 4 | 1.1 | -10 | 6 | -6
O=C(c1ccccc1-c1ncc[nH]1)N1CCCC(Nc2ccc(F)cc2)C1 (stereo not drawn) | 7 | -4 | 7 | -2 | -3 | 1.1 | -14 | 37 | 3
O=C(Nc1cccc(S(=O)(=O)NC2=NCCC2)c1)c1cc(-c2ccccn2)nc2ccccc12 | 3 | 6 | -23 | -1 | 7 | 0.9 | 10 | 10 | -3

The results go on:
SMILES | TIM10 inh | NALP3 yeast inh | hIAP inh | beta cell repl | A3A deaminase | mIAP activ | mIAP inh | A3G deaminase | tim10-1 inh
COc1ccccc1N1CCN(C(=O)CCCN2C(=O)c3cccc4cccc(c34)C2=O)CC1 | 28 | -5 | -7 | 1 | -4 | 0.94 | 6 | -5 | 45*
Cc1ccc(-c2c3c(nc4sc(C(N)=O)c(N)c24)CCC3)cc1 | 21 | 7 | 1 | -4 | -5 | 0.98 | 2 | -3 | 31
Cc1c2ccccc2cc(Cc2ccccc2)[n+]1C | -10 | 25 | 4 | -2 | 43* | 0.92 | 8 | 8 | -2
COc1cc(COCC(O)CN2CCN(Cc3ccc4c(c3)OCO4)CC2)cc(OC)c1OC (stereo not drawn) | 0 | -15 | 17 | 0 | 0 | 0.94 | 6 | -11 | 19
Cc1ccc2c(Cl)c(C(=O)NCCCn3ccnc3)sc2c1 | 9 | -3 | 5 | -4 | -3 | 0.93 | 7 | -4 | 15
COCc1nnc(NC(=O)CCCOc2ccccc2)s1 | -6 | 2 | 2 | 2 | 0 | 0.89 | 11 | -3 | 7
CCOC(=O)N1CCN(C(=O)CCNS(=O)(=O)c2ccc(C)c(C)c2)CC1 | -5 | 19 | -6 | -2 | -2 | 0.95 | 5 | -5 | 5
CN(Cc1ccco1)C(=O)CCc1nc2sc3c(c2c(=O)[nH]1)CCCC3 | 8 | 10 | 0 | 0 | 7 | 0.97 | 3 | 0 | 10
CNc1ccccc1NC(=O)CCn1c(=S)oc2ccccc21 | 5 | 6 | -3 | 4 | -1 | 0.99 | 1 | -5 | 8

Records listed so far that bear a hit mark in A3A deaminase:
structure	NALP3 yeast inh	hIAP inh	A3A deaminase	mIAP activ	mIAP inh	A3G deaminase
Cc1c2ccccc2cc(Cc2ccccc2)[n+]1C	25	4	43*	0.92	8	8

Bioassay records: PubChem, Sanford-Burnham Center for Chemical Genomics
